SIRT5 block: blocks human SIRT5 desuccinylation of peptide; Purified SirT5, succinyl-peptide AMC, trypsin-coupled fluorescence; AID 652115; 330,000 compounds, 1.1% hits; inhibition, % at 15 µM; in the data active = inhibition above about 15%; inconclusive = no clear call, values can overlap the other calls
Target sequence (Q9NXA8 whole entry, looked up): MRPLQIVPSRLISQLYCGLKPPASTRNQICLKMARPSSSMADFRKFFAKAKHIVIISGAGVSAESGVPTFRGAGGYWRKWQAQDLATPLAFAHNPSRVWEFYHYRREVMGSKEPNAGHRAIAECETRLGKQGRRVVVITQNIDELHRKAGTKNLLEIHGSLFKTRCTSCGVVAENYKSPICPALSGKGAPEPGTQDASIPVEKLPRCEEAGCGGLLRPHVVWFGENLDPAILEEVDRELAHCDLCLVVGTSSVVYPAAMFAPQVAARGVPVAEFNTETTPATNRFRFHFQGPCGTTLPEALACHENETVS
ARNT-TACC3 inh: disrupts binding between human ARNT and TACC3; Q9Y6A5; AlphaScreen His-ARNT PAS-B/GST-TACC3 binding, luminescence; TACC3 fragment carries E629A point mutation; inhibition, % at 9.99 µM; 390,000 compounds, 0.66% hits; AID 623870;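 active = mean inhibition of replicates at least 50% and at least half of replicates each reaching 50%; inconclusive = half or more replicates reach 50% but mean below 50%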;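 also: 0% = complete ARNT plus TACC3 wells and 100% = ARNT alone without TACC3; many hits fall short of the cut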
CASP6 VEID inh: caspase-6 (human) enzyme inhibition; inhibition, % at 12.5 µM; purified caspase-6, Z-VEID-R110 cleavage fluorescence; 350,000 compounds, 0.53% hits; AID 686996; P55212;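 active = mean inhibition across replicates at least about 35%, with every replicate also reaching that limit, limit read from the data; inconclusive = only one of the two criteria met; inactive = neither criterion met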;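 also: 0% = median of neutral control wells and 100% = no fluorescence left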
Target sequence (P55212 24-179 limits assumed): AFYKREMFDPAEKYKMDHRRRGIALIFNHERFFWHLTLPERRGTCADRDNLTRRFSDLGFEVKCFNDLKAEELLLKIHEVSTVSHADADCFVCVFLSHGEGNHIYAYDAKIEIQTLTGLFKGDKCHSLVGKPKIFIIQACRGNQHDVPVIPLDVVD
Target sequence (P55212 194-293 limits assumed): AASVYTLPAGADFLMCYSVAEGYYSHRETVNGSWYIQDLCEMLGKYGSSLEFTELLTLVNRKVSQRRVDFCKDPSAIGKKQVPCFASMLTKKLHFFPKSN
PAX8 inh HTS: inhibitors of PAX8 transcriptional activity in RMG-I cells; AID 652154; inhibition, % at 12.6 µM; 360,000 compounds, 1.2% hits; RMG-I TPO-luciferase reporter, SteadyGlo, 24 h;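 active = mean replicate inhibition at least 60% with every replicate also reaching 60%; inconclusive = only one of the two criteria is met; inactive = mean below 60% and not all replicates reaching 60%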;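 also: luciferase light reporting Pax8 driven TPO promoter activity; plate controls were median of neutral control wells for no effect and mitoxantrone controls for full effect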
EWS-Fli inh: EWS/Fli transcriptional activity inhibition; A673 NR0B1-luciferase reporter, viability-normalised; inhibition, % at 12.6 µM; 350,000 compounds, 0.67% hits;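 active = mean inhibition of at least 50% after viability correction, with every replicate also passing that limit; inconclusive = mean reaches 50% but only one of two replicates passes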;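 also: firefly luciferase signal divided by Alamar Blue viability fluorescence both relative to DMSO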
LGR2 inh: Drosophila LGR2 receptor signaling inhibition; HEK293 LGR2, CRE-luciferase, bursicon-stimulated, 4 h; inhibition, % at 9.99 µM; 380,000 compounds, 0.35% hits; AID 720647;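 active = drop in luminescence signal, shown as inhibition above about 50% in the replicate tests, limit read from the data, passing the limit was not always enough; inconclusive = probably only some replicates passing the limit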;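 also: agonist challenge used bursicon conditioned medium at about half maximal strength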
DENV2 CPE rescue: DENV2-induced cell death inhibition | DENV2-infected cells, cytopathic effect rescue, plate reader | CPE inhibition, % at 9.99 µM | 350,000 compounds, 1.7% hits | AID 651640; in the data active = CPE inhibition above about 20%, passing the limit was not always enough; inconclusive = no clear call, values can overlap the other calls; tested in BHK-21 cells;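 also: 0% = median of neutral control wells and 100% = median of positive control wells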
The depositor's hits bear a star; ? = inconclusive; / = no result given.

Results follow in this order: EWS-Fli inh	SIRT5 block	DENV2 CPE rescue	CASP6 VEID inh	PAX8 inh HTS	ARNT-TACC3 inh	LGR2 inh
1) C[C@H](CO)N1C[C@H](C)[C@H](CN(C)C(=O)C2CC2)Oc2cc(C#CC3CCCC3)ccc2S1(=O)=O
    12	4	-13	-1	/	-1	12
2) COC(=O)Cn1c(CN2CCOCC2)nc2c1c(=O)n(C)c(=O)n2C
    6	2	-3	2	13	-2	-27
3) O=C(N/N=C/c1ccc2c(c1)OCCO2)c1ccncc1
    -4	3	1	-3	-14	9	-34
4) O=C(CSc1ccc(-c2cccc([N+](=O)[O-])c2)nn1)N1CCCCC1
    -11	-3	0	-1	-23	-1	-22
5) Nc1cn(C2OC(CO)C(O)C2O)c(=O)[nH]c1=O (stereo unspecified)
    3	0	-5	26	5	-6	4
6) Cc1ccc(NC(=O)CN(C)C(=O)c2cccc(S(=O)(=O)N3CCCC3)c2)cc1
    1	-5	-9	5	-7	-6	-7
7) O=C1NC(=S)N/C1=C/c1ccc2c(c1)OCO2
    21	1	-1	3	10	-3	43
8) COc1ccc(NC(=O)CN(C)CC(=O)c2[nH]c(C)c(C(C)=O)c2C)cc1
    7	5	9	-1	20	-2	/
9) COc1ccc(OC)c(C(=O)COC(=O)C(CCSC)NC(=O)COc2ccccc2)c1 (stereo unspecified)
    2	2	-1	-6	-2	4	9
10) Cc1cc(C)c2oc(C(=O)Nc3nnc(C(C)C)s3)cc(=O)c2c1
    7	3	0	1	-8	10	9
11) COc1ccc(N2CCN(C(=O)Cn3cnc4sc(C)c(S(=O)(=O)N5CCOCC5)c4c3=O)CC2)cc1
    -2	-1	4	2	2	5	-4
12) CCCNC(=O)c1cc(C2CCCCN2S(=O)(=O)c2ccc(OC)cc2)on1 (stereo unspecified)
    0	/	-9	2	7	/	14
13) O=C(CC1SC(N2CCCC2)=NC1=O)Nc1ccc(C(=O)N2CCN(c3cccc(Cl)c3)CC2)cc1 (stereo unspecified)
    6	-4	7	0	25	3	5
14) CC1CCCC(C)N1C(=O)COC(=O)c1cccnc1Cl (stereo unspecified)
    3	0	2	-2	-16	-8	-22
15) O=C(NCCc1cccnc1)C1CCC(=O)N(Cc2cccc(C(F)(F)F)c2)C1 (stereo unspecified)
    /	-3	1	-1	/	2	-8
16) CC(C)N1CCN(Cc2ccc3nsnc3c2)CC1CCO (stereo unspecified)
    5	-6	-5	-3	5	-4	-3
17) CCOc1ccccc1N(C)C(=O)c1cn(CC)c(=O)c2cc(OC)c(OC)cc12
    -2	20*	5	/	17	6	3
18) Cc1nc([N+](=O)[O-])c(SCC(N)=O)n1Cc1ccccc1
    8	1	-1	3	6	-3	6
19) Nc1nccc(-c2ccc(-n3cnc4ccccc43)cc2)n1
    -50	21*	-2	1	-119	0	-19
20) O=C(c1ccc2c(c1)OCCO2)N1CCN(Cc2c(F)cccc2Cl)CC1
    -2	-2	4	0	15	/	-11
21) Cc1cc2c(c(=O)o1)C(CCC1CCCCC1)C(C#N)=C(N)O2 (stereo unspecified)
    1	-2	-1	-2	24	/	2
22) C[C@H]1CN([C@@H](C)CO)C(=O)CCCn2nncc2CO[C@H]1CN(C)Cc1ccccc1
    -11	-2	-4	3	/	0	5
23) Cc1c(C)n(C)c2ccc(C(=O)N3CCN(c4ccccc4)CC3)cc12
    /	4	13	4	-2	9	6
24) O=C(O)[C@H]1[C@H](CO)[C@H]2Cn3c(ccc(-c4ccccc4)c3=O)[C@H]2N1Cc1ccccc1F
    8	-2	7	6	/	-1	-6
25) Cn1c(-c2ccc(F)c(F)c2)cc2onc(-c3ccccc3)c2c1=O
    -76	-8	5	-5	-221	-6	/
26) Cc1cccc(C(=O)Oc2ccc(/C=N/NC(=O)c3cc(O)cc(O)c3)cc2)c1
    /	-1	10	21	-36	20	-21
27) COc1ccccc1CNC(=O)c1ccc(CS(=O)Cc2cccc(Cl)c2)o1 (stereo unspecified)
    -1	-4	2	3	-11	1	8
28) CC(C)NC(=O)N(C)C[C@@H]1Oc2ncc(C#Cc3ccccc3F)cc2C(=O)N([C@H](C)CO)C[C@@H]1C
    -4	9	8	-1	/	11	5
29) CC(C)C(NC(=O)c1c(F)cccc1F)C(=O)NCc1ccc(S(=O)(=O)N2CCOCC2)cc1 (stereo unspecified)
    0	-6	9	3	-7	0	-6
30) CC(C(=O)NC1C(=O)N2C(C(=O)O)=C(CSc3nnnn3C)CSC12)n1cc(Cl)cn1 (stereo unspecified)
    -14	1	-1	12	5	0	18
31) COc1ccc(CCNC(=O)CCn2c(=O)c3ccccc3n(CC(=O)NCC3CCCO3)c2=O)cc1OC (stereo unspecified)
    3	-2	-2	-2	10	1	-2
32) O=C(OCc1nnc(-c2ccccc2)o1)c1cc([N+](=O)[O-])ccc1Cl
    3	1	-3	5	-8	/	15
33) CCOc1ccc(/C=N/OCC(=O)NCc2ccc3c(c2)OCO3)cc1OC
    /	/	/	/	15	3	-4
34) COc1ccc(C2=NOC(C(=O)Nc3ccc4c(c3)OCCO4)C2)c(OC)c1 (stereo unspecified)
    -4	-8	1	7	-12	-4	10
35) CCCNC(=O)N1C[C@H](C)[C@@H](OC)CN(C)C(=O)c2cc(NS(=O)(=O)CC(F)(F)F)ccc2OC[C@H]1C
    -5	-7	9	1	0	-8	-46
36) FC(F)(F)c1ccccc1/C=N/n1c(COc2ccccc2)n[nH]c1=S
    -1	3	-1	-4	11	-5	0
37) CSc1ccc(NC(=O)/C=C/C(=O)O)cc1
    14	2	6	0	-16	4	-20
38) COc1cccc2sc3ccc(NCCC4CCCN4C)cc3c(=O)c12 (stereo unspecified)
    -16	-1	11	-7	-41	/	-29
39) O=C(N/N=C/c1ccccc1)C(O)c1ccccc1 (stereo unspecified)
    10	3	11	-2	37	4	-6
40) Cc1ccc(CNC(=O)CN(C(=O)C2(C)CC(=O)N=C3C=CC=CN32)c2cc(C)ccc2C)cc1 (stereo unspecified)
    -6	-17	-4	-2	-2	/	-5
41) CCCN(CC(=O)Nc1ccccc1C)C(=O)c1ccc(S(=O)(=O)N2CCCC2)cc1
    5	4	-3	-4	11	-2	-23
42) COc1ccccc1-c1ccc2c(c1)[C@H]1[C@H](CCN1S(=O)(=O)c1ccccc1OC)[C@@H](CO)N2
    4	/	-23	/	65*	14	4
43) COCCCNC(=O)CN1C(=O)COc2ccc(S(=O)(=O)N3CCOCC3)cc21
    /	-1	-1	-3	0	-3	-1
44) COc1cccc(NC(=O)N2C[C@@H](O)COC[C@@H]3O[C@@H](CC(=O)NC4Cc5ccccc5C4)CC[C@H]32)c1
    -10	-1	-3	/	-2	-1	16
45) CC(C)(C)n1nc(C2CC2)c(Br)c1NC(=O)c1ccccc1F
    7	/	-2	1	-13	/	/

SIRT5 block: hit marks shown above.
entry | Compound | SIRT5 block | CASP6 VEID inh | ARNT-TACC3 inh | LGR2 inh
17 | CCOc1ccccc1N(C)C(=O)c1cn(CC)c(=O)c2cc(OC)c(OC)cc12 | 20* | / | 6 | 3
19 | Nc1nccc(-c2ccc(-n3cnc4ccccc43)cc2)n1 | 21* | 1 | 0 | -19

Going on with the list.
Results follow in this order: EWS-Fli inh	SIRT5 block	DENV2 CPE rescue	CASP6 VEID inh	PAX8 inh HTS	ARNT-TACC3 inh	LGR2 inh
46) CC(C)(C)Cc1c(-c2ccc(F)cc2)nc2ccc(Br)cn12
    -4	-3	2	2	-22	/	/
47) Cc1ccc2cc(CN(CC3CCCO3)C(=S)Nc3ccccc3)c(=O)[nH]c2c1C (stereo unspecified)
    3	/	/	/	5	0	21
48) O=S(=O)(Nc1ncccn1)c1ccc(NC(=S)NCCc2ccccc2)cc1
    -2	/	/	-3	12	12	-1
49) Cc1[nH]c2ccc(F)cc2c1CCN(Cc1cccnc1)C(=S)Nc1ccccc1
    8	-1	0	-8	16	3	1
50) CCc1cccc(C)c1NC(=O)CNCc1ccccc1
    4	-3	6	-1	22	-6	-10
51) CCOc1ccc(NC(=O)c2ccccc2NS(=O)(=O)c2ccc(F)cc2)c([N+](=O)[O-])c1
    /	/	/	/	4	-1	12
52) COc1cccc(NC(=O)N2CC3(C2)[C@H](c2ccccc2)[C@@H](CO)N3C(C)=O)c1
    -12	0	-13	-2	5	/	-14
53) COc1ccc(/C=C/C(=O)NCCCc2ccccc2)cc1OC
    /	/	/	/	4	0	6
54) NC(=O)c1c(N)sc2c1CCC2
    -9	2	10	/	4	/	-9
55) O=C(COC(=O)CN1C(=O)C2CCCCC2C1=O)NNC(=O)c1ccc(Cl)cc1 (stereo unspecified)
    -1	-2	3	1	-6	7	0
56) C[C@@H]1CN([C@H](C)CO)C(=O)c2cccc(NC(=O)C3CC3)c2O[C@H]1CN(C)Cc1ccc(C(=O)O)cc1
    9	-5	/	-8	-53	-3	-18
57) CCN1CCC(O)(/C=C/c2ccc(C)cc2)C(C(=O)/C=C/c2ccc(C)cc2)C1 (stereo unspecified)
    41	1	6	-7	42	8	?
58) O=C(Nc1cccc(C(F)(F)F)c1)c1cc[n+]([O-])cc1
    -3	1	-1	2	-3	-12	-2
59) O=C(NCC1CC1)c1cc2c(c(-c3cccc(-c4ccccc4F)c3)n1)[C@@H](CCO)N(C(=O)CC1CC1)C2
    5	15*	2	1	23	/	-1
60) O=C(CCNC(=O)N1CC(=O)Nc2ccccc21)NCCc1cccc(F)c1
    3	-3	10	0	-15	-17	0
61) C[C@H]1CCCCO[C@H](CN(C)C(=O)NC2CCCCC2)[C@@H](C)CN([C@@H](C)CO)C(=O)c2cc(NC(=O)Nc3ccccc3)ccc2O1
    16	6	27*	0	29	3	7
62) O=C(Nc1ccccc1)[C@H]1[C@H](CO)[C@H]2Cn3c(cccc3=O)[C@H]2N1Cc1ccccc1Cl
    -6	-1	-11	-3	3	-1	-13
63) COc1ccc(-n2cc(CN3CCC(OC)CC3)c(-c3cccc(F)c3)n2)cc1
    -4	5	-3	-1	-7	-4	5
64) O=C(c1ccc(NC(=S)NCc2ccco2)cc1)N1CCCCC1
    -2	-5	0	-2	-21	1	-10
65) CCC(=O)Nc1ccc(C(=O)NNC(=O)c2cccc(C)c2)cc1
    1	-3	0	-2	-19	11	-12
66) CS(=O)(=O)N(CC(=O)N1CCCC1)c1cc(Cl)ccc1Cl
    -2	0	0	1	30	-5	0
67) O=C(NNS(=O)(=O)c1ccc([N+](=O)[O-])cc1)c1ccncc1
    -3	1	2	/	-7	-2	9
68) C[C@@H]1CN([C@H](C)CO)C(=O)c2cc(C#CCN(C)C)cnc2O[C@@H]1CN(C)Cc1cccc(F)c1
    0	0	-2	-5	-11	1	10
69) CCN(Cc1ccccc1)C(=O)COC(=O)CNC(=O)c1ccc(C)s1
    10	2	-9	3	15	-7	-9
70) CC1C(=O)N2CCCc3cc(NC(=O)C(=O)NCCN4CCOCC4)cc1c32 (stereo unspecified)
    2	1	-2	-4	-8	34	-2
71) COC(=O)CCCNC(=O)c1ccccn1
    5	2	-4	-4	14	2	-14
72) N/N=C1\CCCc2nonc21
    8	4	-2	-2	-37	0	-5
73) Cc1c(C(=O)N2CCOCC2)c(S(=O)(=O)Nc2ccccc2)c(C)n1C
    /	19*	4	-1	-2	-24	-2
74) O=C(C[C@@H]1C[C@H]2c3cc(NC(=O)c4cccnc4)ccc3O[C@H]2[C@@H](CO)O1)NCc1cccnc1
    -6	3	12	-4	-7	-2	-21
75) CCCNC(=O)N1C[C@H]2[C@@H](c3ccccc31)[C@H](CO)N2Cc1cc(F)ccc1F
    1	0	-2	-3	9	-6	-3
76) C[C@@H]1CN([C@@H](C)CO)C(=O)c2cc(NC(=O)Nc3ccccc3)ccc2O[C@@H](C)CCCCO[C@@H]1CN(C)C(=O)C1CCCCC1
    -7	5	-7	-1	0	-11	2
77) CN(C)C(=O)c1cccc(-c2cccc3nccn23)c1
    -9	/	1	-3	-10	/	/
78) CC1(C)CN(c2ccccc2)N(C(=O)c2ccc(F)cc2)C1=O
    -4	24*	/	1	/	-7	/
79) Cc1ccc(N(C)C(=O)c2ccc3c(Cl)c4c(nc3c2)CCC4)cc1C
    -40	4	0	3	-35	32	-30

Bioassay records: PubChem, Broad Institute
